Source: PubChem BioAssay
RMI FANCM FP: inhibitors of human RMI core complex binding to FANCM MM2 | Fluorescence polarization, RMI core complex with F-MM2 peptide; active compounds read low | AID 1159607 | FP signal (polarization) at 33 µM | hit rate 0.58% among 70,000; in the data active = FP signal below about 40; also: inactives centre near 61; strong numbers were not always called active; unit not given here
The depositor's hits bear a star; & = joins results of further samples. Only part of the results is shown; the hit share may differ from the screen's.

structure | RMI FANCM FP
Cc1cc(NC(=O)Cn2cnc3c(nnn3Cc3ccc(Cl)cc3)c2=O)no1 | 62
O=C(Nc1ccc(Cl)cn1)c1cccnc1-c1nc2ccccc2s1 | 60
COc1ccccc1CCNC(=O)Cc1csc(Nc2ccc(S(C)(=O)=O)cc2)n1 | 63
Nc1nc(SCC(=O)Nc2ccc(Cl)cc2)ncc1S(=O)(=O)c1ccccc1 | 73
CC1SCC(=O)N(CC(=O)Nc2ccc(Cl)cc2)C1=O (stereo not given) | 61
C=CCn1c(SCC(=O)Nc2ccc3c(c2)OCCO3)nc2scc(-c3ccc(C)o3)c2c1=O | 85
COc1ccc(Cl)c2sc(N(CCN(C)C)C(=O)c3ccco3)nc12 | 66
CCCN(CCC)S(=O)(=O)c1ccc(C(=O)Nc2nc3cc4c(cc3s2)OCO4)cc1 | 74
COc1ccc(NC(=O)C23CCC(C)(C(=O)C2Br)C3(C)C)cc1 (stereo not given) | 60
O=C(COc1ccccc1F)NCC1CCN(C2CCCC2)CC1 | 72
Cc1cc(C)n2nc(SCC(=O)c3ccc(O)c(O)c3)nc2n1 | 57
O=C(c1ccccc1F)N1CCN(Cc2nc(C3CC3)cs2)CC1 | 63
Cc1ccc(C)c(N2CC(O)(c3ccc4c(c3)OCCO4)[N+]3=C2CCCC3)c1 (stereo not given) | 77
O=C(NCCN1CCN(c2ccccc2)CC1)C(=O)Nc1ccccc1Cl | 62
CCOc1ccccc1NC(=O)NCC(c1ccsc1)N(C)C (stereo not given) | 66
Cc1ccc(C)c(Cn2nc(-c3ccco3)c3sc(N4CCOCC4)nc3c2=O)c1 | 78
COc1cc2cc(C(=O)N3CCN(Cc4ccc5c(c4)OCO5)CC3)c(=O)oc2cc1OC | 55
CCOc1ccc(Nc2nc(N3CCN(c4ccc(F)cc4)CC3)nc3c2cnn3-c2ccccc2)cc1 | 55
O=C(Cc1cc(=O)[nH]c(SCc2ccccc2)n1)NCCc1ccc(Cl)cc1 | 61
O=S(=O)(Oc1ccccc1N1CCOCC1)c1cccc2nonc12 | 55
Cc1ccc(NC(=O)Cn2nc3ccc(SC(C)(C)C)nn3c2=O)c(C)c1 | 64
COc1ccc(C(=O)/C=C/c2ccc(/C=N\N(C)C)cc2)cc1OC | 73
Cc1ccc(S(=O)(=O)Nc2ccc3c(c2)OCC(C)(C)C(=O)N3)cc1C | 64
O=S(=O)(c1cccs1)N1CCC(C(c2ccccc2)c2ccccc2)CC1 | 62
C(=C\c1ccco1)/C1=NN(Cc2ccccc2)CC1 | 89
CCNS(=O)(=O)c1cc(C)c(Cl)cc1C | 64
Brc1ccc(/C=N\N2CCN(c3ccccn3)CC2)cc1 | 58
CCCCCc1ccc(C(C)N)cc1 (stereo not given) | 71
O=C(Nc1nnc(C2CCCO2)o1)c1ccc([N+](=O)[O-])o1 (stereo not given) | 54
COc1ccccc1NC(=O)Nc1c[nH]c2ccccc12 | 51

Three of the compounds above, with values ahead of the structure:
RMI FANCM FP	structure
55	O=S(=O)(Oc1ccccc1N1CCOCC1)c1cccc2nonc12
60	COc1ccc(NC(=O)C23CCC(C)(C(=O)C2Br)C3(C)C)cc1 (stereo not given)
73	Nc1nc(SCC(=O)Nc2ccc(Cl)cc2)ncc1S(=O)(=O)c1ccccc1

Next part.
structure | RMI FANCM FP
N#CC(C#N)=CN1CCCCC1 | 61
C=CCn1c(SCC(=O)NCC2CCCO2)nc2scc(-c3ccc(OC)cc3)c2c1=O (stereo not given) | 76
CCN1CCc2c(sc(NC(=O)/C=C\c3ccccc3)c2-c2nc3ccccc3s2)C1 | -22
CCC(=O)Nc1nnc(SCC(=O)N2CCc3ccccc32)s1 | 53
COc1ccc(Cl)cc1S(=O)(=O)Nc1ccc2c(c1)N(C(=O)C1CC1)CC2 | 71
Cc1nn(C2CCS(=O)(=O)C2)c2nc(-c3ccco3)cc(C(=O)NCc3cccs3)c12 (stereo not given) | 71
CCOc1ccc(-n2nnc3c(=O)n(Cc4nc(-c5ccccc5Cl)no4)cnc32)cc1 | 137
O=C(CN1CCOCC1)Nc1sc2c(c1C(=O)Nc1ccc(F)cc1)CCCC2 | 69
COc1cc(NC(=O)CCC(=O)O)c2ncccc2c1 | -11
CCOc1cccc2sc(N(CCn3nc(C)cc3C)C(=O)c3ccccc3S(C)(=O)=O)nc12 | 60
CC(C)S(=O)(=O)c1ccc(N2CCN(Cc3ccccc3)CC2)nn1 | 62
OC1(c2ccc(Cl)cc2)CCNCC1 | 56
O=C(Cc1cc(=O)[nH]c(SCc2ccc(F)cc2)n1)Nc1ccc2c(c1)OCO2 | 61
O=S(=O)(Nc1ccc(C2=NCCO2)cc1)c1ccc(Cl)cc1 | 54
CCOC(=O)C1CCN(C2=NS(=O)(=O)c3ccccc32)CC1 | 70
COc1cccc(NC(=O)CN2CCN(Cc3nc(-c4ccc(F)cc4)cs3)CC2)c1 | 60
COc1ccc(CC(=O)NCCS(=O)(=O)N2CCN(c3ncccn3)CC2)cc1 | 61
O=C(Cc1ccc(Cl)cc1)NCC1COC2(CCCCC2)O1 (stereo not given) | 52
CCOc1ccc(-c2nnc3n(Cc4c(F)cccc4Cl)c4c(=O)n(C)c(=O)n(C)c4n23)cc1 | 59
CC(C)=CCc1c2c(c(O)c3c(=O)c(O)c(-c4ccccc4)oc13)C=CC(C)(C)O2 | 58
CCN(CC)CCN(C(=O)c1ccc(S(=O)(=O)N2CCCC2)cc1)c1nc2c(F)cccc2s1 | 78
Cc1ccc(N2CC(CNC(=O)Nc3ccc(C(C)(C)C)cc3)CC2=O)cc1 (stereo not given) | 59
CN1C2CCC1CC(OC(c1ccccc1)c1ccccc1)C2 (stereo not given) | 76&69&61
Cc1cccc(-c2noc(Cn3cnc4c(nnn4Cc4cccc(F)c4)c3=O)n2)c1 | 72
CCOC(=O)N1CCN(C(=O)c2cc3cccnc3n(Cc3ccccc3)c2=O)CC1 | 53
O=C(Cc1cccc2ccccc12)NCCS(=O)(=O)N1CCN(c2ccccn2)CC1 | 55
COc1ccc(C(C)=O)cc1COn1c(-c2ccccc2)nc2ccccc2c1=O | 53
Cc1cc(C(=O)N2CCN(c3nc4c(Cl)cccc4s3)CC2)on1 | 63
N#CC12CC3CC(CC(C3)C1)C2 | 57
COC(=O)/C(C#N)=C1/CCSC1 | 61
COC(=O)c1ccccc1NC(=O)CC1CCCCN1S(=O)(=O)c1cccs1 (stereo not given) | 68
C[C@]12CCC3c4ccc(O)cc4CCC3C1C[C@@H](O)[C@@H]2O (stereo not given in full) | 66
O=S(=O)(N=C(NNC(=S)Nc1cccc(C(F)(F)F)c1)N1CCCC1)c1ccccc1 | 56
COc1ccc(NC(=O)CCCOc2ccccc2OC)c(OC)c1 | 67
Cn1c(SCC(=O)Nc2ccccc2C(F)(F)F)nnc1-c1ccc(=O)n(C)c1 | 66
C=CCN1C(=O)C(C)(C)COc2ccc(NS(=O)(=O)Cc3ccccc3Cl)cc21 | 65
CC(C)C(=O)Nc1ccc(S(=O)(=O)NCCn2ncccc2=O)cc1 | 65
COc1ccc(F)cc1S(=O)(=O)NCCn1ncc2c(N3CCOCC3)ncnc21 | 59
O=C(Nc1ccc2c(c1)OCCO2)C1Cc2ccccc2N1C(=O)OCc1ccccc1 (stereo not given) | 51
Fc1ccc(CN2CCCN(Cc3ccc(F)cc3)C2c2ccco2)cc1 | 46
COc1ccc(S(=O)(=O)Nc2cccc(C(=O)Nc3nnc(C4=COCCO4)o3)c2)cc1 | 54
O=S(=O)(NC1c2cccc3cccc(c23)C1Cl)c1ccc(Cl)cc1 (stereo not given) | 69
Cc1[nH]nc2c1C(c1cccc(OCc3ccccc3)c1)C(C#N)=C(N)O2 (stereo not given) | 62
CC(=O)CC(C)=Nc1ccc(C(F)(F)F)cc1 | 61
COc1ccc(CC(=O)NCC(c2ccsc2)N2CCc3ccccc3C2)cc1OC (stereo not given) | 65
NS(=O)(=O)c1ccc(NC(=O)C2CCN(c3ccc(-c4cccnc4)nn3)CC2)cc1 | 101
O=C(/C=C/c1cccs1)NC(=S)N1CCOCC1 | 49
C=CCN1C(=O)C(CC(=O)Nc2ccc(Br)cc2)SC1=Nc1ccc(C(=O)O)cc1 (stereo not given) | 60
Cc1nc([N+](=O)[O-])cn1CC(O)c1ccc2c(c1)OCCO2 (stereo not given) | 53
O=C(O)/C=C\C(=O)NCCc1ccccc1 | 59
COc1ccc(C(=O)N/N=C\c2cccn2-c2ccc(Cl)cc2)cc1 | 56
COc1ccc(CCS(=O)(=O)Nc2ccc3c(c2)N(C(=O)C2CCCC2)CC3)cc1 | 71
NNC(=O)/C(=C\c1cccs1)NC(=O)c1ccccc1 | 55
Cc1cc(F)ccc1NC(=S)N/N=C\c1cccs1 | 44
COC(=O)c1ccc(NC(=O)Cn2ncn3nc(-c4ccc(C)c(C)c4)cc3c2=O)cc1 | 144
COc1ccc(CCC(=O)NCCCn2nc(-c3ccccc3)ccc2=O)cc1 | 68
Oc1c(Br)cc(Br)cc1C=Nc1ccc2c3c(cccc13)CC2 | 40
Cn1cc(C(=O)Nc2ccc(F)c(Cl)c2)c2nn(-c3ccccc3)c(=O)c-2c1 | 54
CCc1ccccc1NC(=O)Cc1csc(Nc2ccc(F)cc2)n1 | 65
Fc1cc2c(c(CSc3nc4ccccc4s3)c1)OCOC2 | 55

Given with values ahead of the structure: entries from further up.
RMI FANCM FP	SMILES
55	NNC(=O)/C(=C\c1cccs1)NC(=O)c1ccccc1
44	Cc1cc(F)ccc1NC(=S)N/N=C\c1cccs1
144	COC(=O)c1ccc(NC(=O)Cn2ncn3nc(-c4ccc(C)c(C)c4)cc3c2=O)cc1
68	COc1ccc(CCC(=O)NCCCn2nc(-c3ccccc3)ccc2=O)cc1
40	Oc1c(Br)cc(Br)cc1C=Nc1ccc2c3c(cccc13)CC2

Next compounds
structure | RMI FANCM FP
O=C(NC(=S)NCCOCc1ccc(Cl)cc1)c1cncc(Br)c1 | 62
Nc1nnc(Cc2ccc3c(c2)OCO3)o1 | 68
COC(=O)c1ccccc1C(=O)N(CC1CCCO1)c1nc2c(Cl)cccc2s1 (stereo not given) | 66
O=C(CSc1nnc2ccc(-c3cccs3)nn12)NCCc1ccccc1 | 54
O=C(O)/C=C/C(=O)Nc1ccc2c(c1)OCO2 | 48
CC(C)c1ccc(S(=O)(=O)Nc2ccc3c(c2)CN(C(=O)c2cccs2)CC3)cc1 | 72
CSc1scc(NS(=O)(=O)c2ccc(Cl)cc2)c1S(=O)(=O)C(C)C | 62
O=C(NCC(c1cccs1)N1CCOCC1)c1c(F)cccc1Cl (stereo not given) | 51
COC(=O)c1cc2c(N)c(C(=O)c3ccc(Cl)cc3)sc2nc1C(OC)OC | 61
Cc1cc(=O)[nH]c(-n2nc(C)c(CCC(=O)Nc3cccc(C)c3C)c2C)n1 | 63
COc1ccc(CC(=O)N2CCN=C2SCc2cccc(C(F)(F)F)c2)cc1 | 65
Cc1ccc(-n2ncc3c(C)nnc(SCC(=O)NCc4ccc5c(c4)OCO5)c32)cc1C | 62
NC(=O)c1cnccc1C(F)(F)F | 55
CC(C)S(=O)(=O)c1csc(NC(=O)N2CCCCC2)c1Cl | 58
CNC(=O)c1c(I)c(C(=O)NCC(=O)Nc2c(I)c(C(=O)O)c(I)c(C(=O)NCCO)c2I)c(I)c(N(C)C(C)=O)c1I | 56
Cn1nccc1C(=O)Nc1nnc(-c2cc(Cl)ccc2Cl)o1 | 70
O=C(Cc1cccs1)Nc1c(C(=O)Nc2ccc(F)c(F)c2)oc2ccccc12 | 129
O=C(NCCCn1nc(-c2ccc(Cl)cc2)ccc1=O)Nc1ccc(F)cc1F | 68
O=C(c1cccs1)N1CCN(C(=O)N2CCOCC2)CC1 | 56
COC(CNC(=O)C(=O)Nc1cccc(N2CCCS2(=O)=O)c1)OC | 65
CC(C)(C)c1nnc(-c2cnccc2C(F)(F)F)o1 | 51
COc1ccc(C(=O)SC2=NC(C)CC(=O)N2)cc1OC (stereo not given) | 68
COc1cc(/C=C\C(=O)Nc2nc3c(SC)cccc3s2)cc(OC)c1OC | 62
O=C(Nc1nc(-c2ccc3c(c2)CCCC3)cs1)C1CCN(S(=O)(=O)c2cccs2)CC1 | 51
CCn1nc(C(=O)N(CCN2CCOCC2)c2nc3ccc(OC)cc3s2)cc1C | 64
O=C(/C=C\c1ccccc1)NC1CC(=O)N(c2ccc(Cl)cc2)C1 (stereo not given) | 51
CN1C2CCC1CC(NC(=O)CSCc1ccc(Cl)cc1Cl)C2 (stereo not given) | 62
O=C1CCC2=C(CCCC2)N1c1ccccc1 | 56
CCCCOc1cc(CC2CNC(=O)N2)ccc1OC (stereo not given) | 62&56
CCOC(=O)c1cnc(-c2cccs2)nc1NNC(=O)c1ccc(Cl)cc1 | 46
O=C(O)C1CCCN(S(=O)(=O)c2ccc(Cl)cc2)C1 (stereo not given) | 56
CN1CCN(c2ccc(CNC(=O)c3cnc4ccccc4n3)cc2)CC1 | 66
CNC(=O)C1Cc2ccccc2N1C(C)=O (stereo not given) | 66
CC1CCc2nc(NC(=O)C3CC3)sc2C1 (stereo not given) | 55
O=C(Nc1ccc(OCc2ccccc2)cc1)N1CCN(Cc2ccncc2)CC1 | 54
CCCNC(=O)CSc1nc(C)c(CC)c(=O)[nH]1 | 65
NC(=O)C1CCN(c2ccc3cccc(OCC(=O)NCc4ccccc4Cl)c3n2)CC1 | 55
Cc1nc(SCc2cccc(Cl)c2)[nH]c(=O)c1CC(=O)Nc1nccs1 | 61
Cc1nc2ccc(Cl)cn2c(=O)c1NC(=O)CC(c1ccccc1)c1ccccc1 | 67
COc1ccc(S(=O)(=O)c2cnc(SCC(=O)Nc3ccc(C)cc3)[nH]c2=O)cc1OC | 62
Nc1nc(NCCO)nc(NCCO)c1[N+](=O)[O-] | 53
O=C(CN1C(=O)CCC1=O)Nc1nc2ccc(Cl)cc2s1 | 55
CCOC(=O)c1c(NC(=O)CN2CCCCC2)sc(Cl)c1-c1ccccc1 | 53
